Rab9 promoter act: Rab9 promoter activation | 320,000 compounds, 2.8% hits | Potency, µM (series often up to 9.22 µM), for the others: top-dose activation, negative = inhibition, actives largely listed as activators | Huh7 Rab9 promoter-luciferase reporter, luminescence, 24 h; also: potency is read from the fitted curve at half-maximal effect; % of control where 0% means no effect; nearly all actives have a fitted effect of over 60% in size
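Steps: seed 1500 Huh7 Rab9-luc cells per well, rest 2 h at 37 °C; add compound in DMSO; incubate 24 h; add luciferase reagent, 10 min ambient; read luminescence.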
NPC1 promoter act: activators of NPC1 promoter | Huh7 NPC1 promoter luciferase reporter, 24 h | Potency, µM (series often up to 9.22 µM), for inactives: top-dose activation, usual class: activators | 320,000 compounds, 2.4% hits;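 also: potency is read from the fitted curve at half-maximal effect; % of control where 0% means no effect; nearly all actives have a fitted effect of over 60% in size; reporter is driven by a mutant NPC1 promoter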
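Quantitative HTS used a cell-based reporter: Huh7 cells stably bearing the NPC1 promoter upstream of luciferase were treated with compounds for 24 h, and promoter activation was read as luminescence.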
ELG1 genotox: genotoxicity induction in ELG1-luciferase HEK293T cells. Potency, µM (titrated, usually from 46 µM), inactives show at the top dose activity change, positive = activation, most hits filed as activators. 330,000 compounds, 1.3% hits. AID 504466. HEK293T ELG1-luciferase reporter, luminescence, 16 h; also: potency is read from the fitted curve at half-maximal effect; % of control where 0% means no effect; nearly all actives have a fitted effect of over 60% in size
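HEK293T cells expressing luciferase-tagged ELG1 were exposed to compound or DMSO vehicle for 16 hr at 37 °C and 5% CO2. Luciferase activity was then measured with ONE-Glo after 30 min at room temperature.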
Tb PFK block: T. brucei PFK enzyme inhibition; 330,000 compounds, 0.17% hits; AID 485367; T. brucei PFK, ADP-Glo luminescence; Potency, µM (top dose mostly 57.5 µM), without a hit: top-dose activity, negative = inhibition, actives largely listed as inhibitors;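 also: potency is read from the fitted curve at half-maximal effect; 0% = uninhibited 1x PFK enzyme wells and -100% = no-enzyme wells; nearly all actives have a fitted effect of over 60% in size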
Target sequence (O15648 whole entry, looked up): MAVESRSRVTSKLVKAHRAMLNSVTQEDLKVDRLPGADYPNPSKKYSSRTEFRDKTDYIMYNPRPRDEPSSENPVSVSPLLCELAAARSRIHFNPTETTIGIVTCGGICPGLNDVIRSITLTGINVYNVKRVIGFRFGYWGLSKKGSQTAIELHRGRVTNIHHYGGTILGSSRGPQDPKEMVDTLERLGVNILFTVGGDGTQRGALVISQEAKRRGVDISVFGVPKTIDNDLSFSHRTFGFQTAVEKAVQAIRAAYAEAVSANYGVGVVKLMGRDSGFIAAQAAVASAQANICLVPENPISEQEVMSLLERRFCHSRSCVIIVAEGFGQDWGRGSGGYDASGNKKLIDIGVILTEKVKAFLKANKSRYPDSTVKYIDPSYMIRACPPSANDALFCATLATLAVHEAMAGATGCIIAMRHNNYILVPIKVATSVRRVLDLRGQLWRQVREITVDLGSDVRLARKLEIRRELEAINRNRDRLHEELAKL
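Activity is normalized to no-enzyme wells (full inhibition) and 1.25 nM enzyme wells (no inhibition). Reaction: 0.5 mM F6P, 0.1 mM ATP, 45 min RT, ADP-Glo luminescence; concentration-response curves fitted and classed by quality.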
KCNH2 3.1 block: blocks the human KCNH2 3.1 channel isoform. U2OS KCNH2 3.1, thallium flux FluxOr; hits give low values. 340,000 compounds, 0.95% hits. activity change, % (tested at about 1.8 µM);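 active = maximum activity change below -70%; inconclusive = maximum activity change from -70% to -50%; inactive = maximum activity change above -50%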;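 also: thallium influx rate constant from kinetic fluorescence after stimulation buffer; % is scaled to controls: 0 for no effect and ±100 for the full control effect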
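Channel expression came from 3.1 mutant virus (1.77 x 10^8 /mL) applied to suspended U2OS cells for 4 h. Flux was tracked with FluxOr dye plus Red40 quencher, and kinetic rate constants normalized to controls.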
Giardia killer: Giardia lamblia killing. Giardia lamblia trophozoite viability. activity change, % at 7.66 µM, hits read low. 340,000 compounds, 0.15% hits. AID 540267; in the data active = activity change below about -80%; inconclusive = between about -30% and that limit;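 also: parasites exposed to compound for two days anaerobically before the ATP read; % is scaled to controls: 0 for no effect and ±100 for the full control effect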
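Luminescent ATP signal served as the viability read-out, measured 15-30 min after adding ATP detection reagent to trophozoites that had been incubated with compounds for 48 hrs at 37 deg C anaerobically at 100 cells/well.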
RORgamma inh: blocks mouse ROR gamma transcriptional activity. 310,000 compounds, 5.4% hits. Potency, µM (doses to about 53.6 µM), for inactives: at the highest dose activity change, negative = inhibition, usual class: inhibitors. Drosophila S2 Gal4-RORgamma UAS-luciferase reporter, 20 h. P51450; also: potency is read from the fitted curve at half-maximal effect; % is scaled to controls: 0 for no effect and ±100 for the full control effect; nearly all actives have a fitted effect of over 60% in size
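Luminescence from a UAS-regulated Photinus luciferase reporter in stably transfected Drosophila Schneider cells is measured; decreased signal marks ROR gamma inhibition. Fusion expression is induced by 700 uM copper sulfate for 20 hr.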
FLuc modulator: counter-screen for miR-21 project: firefly luciferase inhibitors or activators; 360,000 compounds, 6.9% hits; AID 588342; P08659; Potency, µM (highest dose often 57.5 µM), without a hit: at the top dose activity change, negative = inhibition, most hits filed as inhibitors; purified FLuc, Km substrates, luminescence inhibition;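 also: potency is read from the fitted curve at half-maximal effect; plate controls were vehicle for no effect and reference inhibitor for full effect; nearly all actives have a fitted effect of over 55% in size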
Target sequence (P08659 whole entry, looked up): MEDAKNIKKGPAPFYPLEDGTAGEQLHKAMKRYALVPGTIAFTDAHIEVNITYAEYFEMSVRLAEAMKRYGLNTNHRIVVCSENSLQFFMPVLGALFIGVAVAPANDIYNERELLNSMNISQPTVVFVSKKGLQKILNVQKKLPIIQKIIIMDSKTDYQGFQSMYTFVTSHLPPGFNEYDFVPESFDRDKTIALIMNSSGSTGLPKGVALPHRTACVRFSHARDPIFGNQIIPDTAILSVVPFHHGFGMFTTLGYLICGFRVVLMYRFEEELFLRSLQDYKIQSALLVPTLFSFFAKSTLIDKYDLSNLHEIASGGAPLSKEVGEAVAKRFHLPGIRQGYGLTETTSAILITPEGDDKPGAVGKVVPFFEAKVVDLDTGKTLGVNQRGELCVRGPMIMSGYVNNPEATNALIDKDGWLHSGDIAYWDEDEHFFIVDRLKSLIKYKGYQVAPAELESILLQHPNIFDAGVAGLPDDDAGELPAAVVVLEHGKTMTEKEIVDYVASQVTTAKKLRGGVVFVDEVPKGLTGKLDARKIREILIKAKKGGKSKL
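Biochemical qHTS of compounds, final roughly 60 µM downward over six points, against 10 nM purified firefly luciferase using Km concentrations of substrates (10 uM D-luciferin, 10 uM ATP) in Tris acetate pH 7.5 buffer; luminescence output.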
Coupling enz: inhibits coupling enzyme system, counter-screen for aldolase hits. AID 2472. 290,000 compounds, 0.67% hits. coupling enzyme system counterscreen, AmpLite Red fluorescence. activity change, negative = inhibition, % at 58.2 µM, hits read low; in the data active = activity change below about -30%; also: % is scaled to controls: 0 for no effect and ±100 for the full control effect
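Activity here indicates interference with the coupling reaction, not aldolase inhibition. Compounds at 57.5 uM final met coupling enzymes for 10 min at RT; substrate and AmpLite Red detection followed, with a 525/598 nm fluorescence read after 20 min.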
uPA surface inh: cell surface uPA generation inhibition | AID 540303 | 330,000 compounds, 0.31% hits | Potency, µM (titrated, usually from 38.3 µM), inactives show top-dose activity change, negative = inhibition, usual class: inhibitors | cell surface uPA generation assay, qHTS; active = well fitted inhibition curve with a large enough effect; inconclusive = small, poorly fitted or top-dose-only effect; inactive = no such curve, though single readings can be large or run the other way; tested in mouse RAW 264.7 cells; also: potency is read from the fitted curve at half-maximal effect; % is scaled to controls: 0 for no effect and ±100 for the full control effect; nearly all actives have a fitted effect of over 55% in size
VP16 counter: Gal4-VP16 reporter inhibition counter-screen; Potency, µM (highest dose often 53.6 µM), inactives show top-dose activity, negative = inhibition, actives largely listed as inhibitors; 310,000 compounds, 3.5% hits; Drosophila S2 Gal4-VP16 UAS-luciferase, luminescence, 20 h; AID 2546;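 also: Gal4-VP16 expression switched on by copper sulfate through the metallothionein promoter; potency is read from the fitted curve at half-maximal effect; % is scaled to controls: 0 for no effect and ±100 for the full control effect; nearly all actives have a fitted effect of over 50% in size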
An asterisk follows results filed as active; & = joins results of further samples; [ ] = dose if it differs, or a comment. Unless noted, calls follow the shape of the dose curve; as a rule, active = well fitted curve in the direction sought with a large enough effect; inconclusive = small, poorly fitted or top-dose-only effect, or another doubt; inactive = no such curve, though single readings can be large; an effect the other way counts as inactive or inconclusive.

How did CCC(C)N(C(=O)CSc1nnc2ccccn12)C1CCS(=O)(=O)C1 (centres undefined) do in these assays?
Rab9 promoter act: 2.7%; NPC1 promoter act: -2.1%; ELG1 genotox: 0.0%; Tb PFK block: 3.8%; KCNH2 3.1 block: -20.5; Giardia killer: 17.4; FLuc modulator: -0.6%; uPA surface inh: 4.5%

Results for COc1cc2c(cc1OC)C(c1cc([N+](=O)[O-])ccc1O)NCC2 (centres undefined) ?
Rab9 promoter act: 1.1%; NPC1 promoter act: 4.0%; ELG1 genotox: 3.1%; Tb PFK block: -6.7%; KCNH2 3.1 block: 3.1; Giardia killer: 25.0; RORgamma inh: -1.4%; FLuc modulator: -15.4%; Coupling enz: 5.0; uPA surface inh: -2.4%; VP16 counter: 3.4%

What do the screens show for `O=C(CNS(=O)(=O)c1ccc([N+](=O)[O-])cc1)N/N=C\c1ccc(O)cc1`?
Rab9 promoter act: 1.9%; NPC1 promoter act: -2.2%; ELG1 genotox: 0.0%; Tb PFK block: -1.8%; KCNH2 3.1 block: 21.0; Giardia killer: 7.1; RORgamma inh: -0.6%; FLuc modulator: 1.4%; Coupling enz: -0.2; uPA surface inh: 7.7%; VP16 counter: 8.4%

How did CC(C)N(C(=O)COC(=O)[C@@H]1CC(O)CN1S(=O)(=O)c1ccccc1[N+](=O)[O-])C(C)C (some centres undefined) do in these assays?
Rab9 promoter act: -1.6%; NPC1 promoter act: 0.2%; ELG1 genotox: -0.3%; Tb PFK block: 1.0%; KCNH2 3.1 block: -2.1; Giardia killer: -9.6; RORgamma inh: 29.9%; FLuc modulator: 1.3%; Coupling enz: -1.4; uPA surface inh: 1.7%; VP16 counter: -3.3%

Results for COCCNS(=O)(=O)c1ccc(OCC(=O)N2CCc3ccccc3C2)c(Cl)c1 ?
Rab9 promoter act: 6.1%; NPC1 promoter act: 2.8%; ELG1 genotox: -1.6%; Tb PFK block: -6.8%; KCNH2 3.1 block: 3.4; Giardia killer: 21.6; RORgamma inh: 0.0%; FLuc modulator: -4.9%; Coupling enz: 3.0; uPA surface inh: 13.3%; VP16 counter: 9.1%

What do the screens show for `C=C(CC[C@@H](O)C(C)(C)O)[C@H]1CC[C@]2(C)[C@@H]1CCC1[C@@]3(C)CC[C@H](O)C(C)(C)C3CC[C@]12C` (some centres undefined)?
ELG1 genotox: -0.3%; Tb PFK block: -2.8%; KCNH2 3.1 block: -4.6; Giardia killer: -22.1; uPA surface inh: 10.0%

Results for CC(C)NC(=O)N(C)C[C@H]1Oc2c(NS(=O)(=O)c3ccc(F)cc3)cccc2C(=O)N([C@H](C)CO)C[C@@H]1C ?
ELG1 genotox: 0.2%; Tb PFK block: -0.4%; KCNH2 3.1 block: -16.4; Giardia killer: 7.6; uPA surface inh: 4.3%

How did CN(Cc1ccccc1)C(=O)C1CCCN(Cc2cccc(Cl)c2)C1 (centres undefined) do in these assays?
Rab9 promoter act: -3.3%; NPC1 promoter act: -4.5%; ELG1 genotox: -6.9%; Tb PFK block: -3.5%; KCNH2 3.1 block: 5.6; Giardia killer: -6.6; RORgamma inh: 15.2%; FLuc modulator: -3.3%; Coupling enz: -0.1; uPA surface inh: 20.8%; VP16 counter: 0.7%

What do the screens show for `COc1cc(/C=N/Nc2nc(=O)[nH]nc2C)cc(OC)c1O`?
Rab9 promoter act: 0.7%; NPC1 promoter act: 0.7%; ELG1 genotox: 1.0%; Tb PFK block: -3.8%; KCNH2 3.1 block: 9.8; Giardia killer: 20.8; RORgamma inh: -32.5%; FLuc modulator: inconclusive; Coupling enz: 4.3; uPA surface inh: -0.1%; VP16 counter: -14.0%[10 µM]

What do the screens show for `CC(=O)Nc1ccc(S(=O)(=O)Nc2ccc3c(c2)n(C)c(=O)n3C)c(C)c1`?
Rab9 promoter act: 3.6%; NPC1 promoter act: -0.2%; ELG1 genotox: 26.2%; Tb PFK block: 0.7%; KCNH2 3.1 block: -3.7; Giardia killer: 10.9; RORgamma inh: -19.2%; FLuc modulator: -0.8%&-5.6%; Coupling enz: -2.0; uPA surface inh: 0.7%; VP16 counter: 1.2%

How did CCC(CC)C(=O)Nc1cccc(C(=O)Nc2ccc(S(=O)(=O)Nc3ccc(C)cc3)cc2)c1 do in these assays?
Rab9 promoter act: -4.1%; NPC1 promoter act: -5.9%; ELG1 genotox: -17.6%; Tb PFK block: 1.6%[0.46 µM]; KCNH2 3.1 block: -10.4; Giardia killer: -12.7; RORgamma inh: inconclusive; FLuc modulator: 0.2%; Coupling enz: -0.4; VP16 counter: -21.9%

What do the screens show for `O=C(COC(=O)/C=C/c1cccs1)Nc1ccccc1Cl`?
Rab9 promoter act: -0.1%; NPC1 promoter act: 0.0%; ELG1 genotox: 1.6%; Tb PFK block: 9.2%; KCNH2 3.1 block: -4.4; Giardia killer: 2.9; RORgamma inh: 13.6%; FLuc modulator: -6.9%; Coupling enz: 4.2; uPA surface inh: 0.9%; VP16 counter: 5.3%

Results for CC1(C)Cc2cccc(OCC(=O)Nc3nccs3)c2O1 ?
Rab9 promoter act: -0.9%; NPC1 promoter act: 0.9%; ELG1 genotox: -14.8%; Tb PFK block: 0.6%; KCNH2 3.1 block: 5.9; Giardia killer: -5.9; RORgamma inh: 2.7%; FLuc modulator: -5.8%; Coupling enz: 2.4; uPA surface inh: -0.3%; VP16 counter: -3.5%

What do the screens show for `Cc1cc(C)n(-c2ccc(C(=O)NC3CCCCC3)cc2)n1`?
Rab9 promoter act: 15.5%; NPC1 promoter act: 3.2%; ELG1 genotox: 1.8%; Tb PFK block: -2.0%; KCNH2 3.1 block: 10.9; Giardia killer: -10.9; RORgamma inh: inconclusive; FLuc modulator: -3.7%; Coupling enz: 1.0; uPA surface inh: -2.9%; VP16 counter: 27.6%

How did C/C(=N\NC(=O)c1cc(O)ccc1O)c1cccc(NC(=O)c2cccc(Cl)c2)c1 do in these assays?
Rab9 promoter act: 3.7%; NPC1 promoter act: 0.7%; ELG1 genotox: 7.0%; Tb PFK block: -4.7%; KCNH2 3.1 block: -9.7; Giardia killer: 3.9; RORgamma inh: 17.0%; FLuc modulator: 8.49µM*; uPA surface inh: -25.7%; VP16 counter: 0.4%

What do the screens show for `Cc1ccc(C)c(OCCC(=O)NNC(=O)Cn2nc(C)cc2C)c1`?
Rab9 promoter act: 0.2%; NPC1 promoter act: 1.6%; ELG1 genotox: 2.2%; Tb PFK block: 3.2%; KCNH2 3.1 block: -2.9; Giardia killer: -15.0; FLuc modulator: 2.2%; uPA surface inh: 5.0%

Results for O=C(CN1CCN(S(=O)(=O)c2cccs2)CC1)N1CCCCC1 ?
Rab9 promoter act: -3.1%; NPC1 promoter act: -4.9%; Tb PFK block: 0.2%; KCNH2 3.1 block: -5.7; Giardia killer: 1.2; FLuc modulator: 4.4%; uPA surface inh: -2.4%

How did COc1c(Br)cc(/C=N/n2c(-c3ccccc3)n[nH]c2=S)c(O)c1Br do in these assays?
Rab9 promoter act: 0.6%; NPC1 promoter act: -9.6%; ELG1 genotox: -7.9%; Tb PFK block: -19.8%; KCNH2 3.1 block: 1.0; Giardia killer: -20.3; RORgamma inh: 12.6µM*; FLuc modulator: -23.0%; Coupling enz: 5.5; uPA surface inh: 8.5%; VP16 counter: inconclusive

Results for CCn1c(CNC(=O)C2CCCCC2)cc2cc(C)ccc21 ?
Rab9 promoter act: -0.3%; NPC1 promoter act: 0.9%; ELG1 genotox: 0.2%; Tb PFK block: 3.8%; KCNH2 3.1 block: 21.4; Giardia killer: -2.1; RORgamma inh: -18.4%; FLuc modulator: 2.8%; Coupling enz: 1.7; uPA surface inh: -1.2%; VP16 counter: -2.7%

How did C=Cn1ccnc1P(=S)(c1ccc2c(c1)c1ccccc1n2CC)c1nccn1C=C do in these assays?
Rab9 promoter act: -6.0%; NPC1 promoter act: -2.2%; ELG1 genotox: -8.8%; Tb PFK block: 1.4%; KCNH2 3.1 block: 1.6; Giardia killer: -0.3; RORgamma inh: inconclusive; FLuc modulator: -7.3%; Coupling enz: -6.6; uPA surface inh: inconclusive; VP16 counter: inconclusive

Results for COc1ccc(C2Nc3ccccc3C(=O)N2O)cc1CN1CCOCC1 (centres undefined) ?
Rab9 promoter act: -0.7%; NPC1 promoter act: 0.0%; ELG1 genotox: -3.1%; Tb PFK block: 4.4%; KCNH2 3.1 block: -0.5; Giardia killer: -27.6; RORgamma inh: 8.0%; FLuc modulator: -1.8%; Coupling enz: 1.8; uPA surface inh: 2.1%; VP16 counter: -2.5%

How did O=C(O)CN1C(=O)CSc2ccccc21 do in these assays?
Rab9 promoter act: -1.0%; NPC1 promoter act: -2.8%; ELG1 genotox: 0.1%; Tb PFK block: 5.1%; KCNH2 3.1 block: -3.8; Giardia killer: -7.6; RORgamma inh: -39.4%; FLuc modulator: 0.9%; Coupling enz: 0.3; uPA surface inh: 0.3%; VP16 counter: 4.8%
